DT40 TDP1 no CPT – qHTS for Inhibitors of human tyrosyl-DNA phosphodiesterase 1 (TDP1): qHTS in cells in absence of CPT; Potency, µM (doses to about 46.2 µM), for the others: top-dose activity change, negative = growth inhibition, most hits filed as inhibitors; DT40 Tdp1-/- hTDP1 cells, no CPT, ATP luminescence, 48 h; 420,000 compounds, 15% hits; further: nearly all actives have a fitted effect of over 55% in size
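Growth of hTDP1-complemented DT40 Tdp1-knockout cells is measured by ATP luminescence after at least 48 hr compound exposure at 37 °C, with DMSO substituting for the 20 nM CPT used in the parallel screen.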
TDP1 block – TDP1 (human) enzyme inhibition. Potency, µM (series often up to 130 µM), inactives show top-dose activity change, negative = inhibition, usual class: inhibitors. AID 485290. 350,000 compounds, 0.28% hits. recombinant TDP1, AlphaScreen DNA substrate cleavage. Q9NUW8; further: nearly all actives have a fitted effect of over 40% in size
Target sequence (Q9NUW8 whole entry, looked up): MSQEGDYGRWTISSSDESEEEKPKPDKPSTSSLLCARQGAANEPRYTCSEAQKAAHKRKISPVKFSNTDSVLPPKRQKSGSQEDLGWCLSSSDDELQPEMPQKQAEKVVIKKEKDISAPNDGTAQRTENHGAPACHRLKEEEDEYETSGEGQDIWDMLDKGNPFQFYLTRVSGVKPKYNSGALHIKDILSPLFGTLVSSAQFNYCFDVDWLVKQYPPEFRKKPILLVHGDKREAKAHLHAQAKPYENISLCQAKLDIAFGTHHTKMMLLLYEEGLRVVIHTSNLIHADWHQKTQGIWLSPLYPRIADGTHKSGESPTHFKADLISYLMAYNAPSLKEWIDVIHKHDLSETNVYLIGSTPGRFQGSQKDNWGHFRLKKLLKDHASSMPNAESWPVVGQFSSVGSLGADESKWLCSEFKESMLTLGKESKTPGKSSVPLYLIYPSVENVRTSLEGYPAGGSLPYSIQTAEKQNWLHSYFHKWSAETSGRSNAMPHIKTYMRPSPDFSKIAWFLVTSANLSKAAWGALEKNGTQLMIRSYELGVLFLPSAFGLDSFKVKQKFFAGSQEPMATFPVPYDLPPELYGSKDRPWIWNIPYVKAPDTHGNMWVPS
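Tdp1 1 nM final; 15 min RT w/ cpd; substrate 15 nM, 5 min; beads 10 ug/ml, 10 min; AlphaScreen read. Neg ctrl: no enzyme.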
N370S GC mod – inhibitors or activators of N370S glucocerebrosidase for Gaucher disease; N370S GC spleen homogenate, 4MU-glucoside fluorescence; Potency, µM (titrated, usually from 59.4 µM), for the others: at the top dose activity change, negative = inhibition, usual class: inhibitors; 330,000 compounds, 0.092% hits; AID 2101;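 further: 0% = full enzyme activity and -100% = no enzyme basal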
Numbers without * were called inactive; ? = inconclusive; . = not tested or not shown; & = joins results of further samples; [ ] = dose if it differs, or a comment. The call rests on the fitted dose curve; in most records, active means well fitted curve in the direction sought with a large enough effect; inconclusive means small, poorly fitted or top-dose-only effect, or another doubt; inactive means no such curve, though single readings can be large; an effect the other way counts as inactive or inconclusive. Unless noted, on the % scale 0 is the no-effect control and ±100 the full control effect; potency means the concentration at half of the fitted maximal effect. An excerpt; the hit share may differ from the screen's.

Results follow in this order: DT40 TDP1 no CPT | N370S GC mod | TDP1 block
CCN(CC)CCCNC(=O)c1cc(-c2ccc(O)cc2)on1
→ -13% | -8% | 1%
Cc1cccc(NC(=O)COC(=O)c2ccc3nc(C)c(C)nc3c2)c1
→ 3% | . | -2%
O=C(Nc1ncccc1O)c1cccc(S(=O)(=O)N2CCCC2)c1
→ -3% | -2% | .
CC(C)NC(=O)CCCc1ccccc1
→ 2% | -23% | 2%
Cc1ccc(CN2C3=NCCN3c3ccccc32)cc1
→ ? | 4% | 0%
CC(C)(C)c1nc2ccccc2c2nnc(SCC(=O)NCc3ccco3)n12
→ ? | 3% | 8%
O=[N+]([O-])c1ccccc1OCCCN1CCc2ccccc2C1
→ ? | -4% | 8%
CCCC(=O)n1nc(-c2cccnc2)nc1NCc1ccc(OC)cc1
→ -16%&-15% | 20% | -5%&6%
CNC(=O)c1cc(S(=O)(=O)N2CC(C)OC(C)C2)ccc1N1CCOCC1 (stereo not given)
→ ? | -14% | 3%
CSc1ccc(CN(C)C(=O)c2cccc(S(=O)(=O)N3CCN(Cc4ccccc4)CC3)c2)cc1
→ 13µM* | -11% | .
CC1=C(C(=O)Nc2cccc(F)c2)C2(CCCCCC2)OC1=O
→ ? | . | -2%
C=C1C(=O)O[C@@H]2C[C@@H](C)[C@@H]3C=CC(=O)[C@@]3(C)[C@@H](OC(C)=O)[C@H]12
→ 0.65µM* | -3% | -1%
Cc1oc(-c2ccccc2Cl)nc1CS(=O)CC(=O)NCc1ccc(Cl)cc1 (stereo not given)
→ ? | -11% | 8%&5%
CCc1nnc(NC(=O)Cc2ccc(Br)cc2)s1
→ -7% | 12% | -2%
COc1ccc(-c2[nH]nc(-c3ccccc3)c2-c2nc3ccccc3[nH]2)cc1
→ -8% | -28% | 6%
N#Cc1c(-c2ccccc2)cc2nc3ccccc3n2c1N
→ -16% | 18% | 3%
Cc1ccc(C)c(OCCN2C(=O)NC3(CCc4ccccc4C3)C2=O)c1 (stereo not given)
→ -29% | 7% | 2%
COc1ccc(NC(=O)c2c(C)oc3ccc(O)c(CN4CCCC(C)C4)c23)cc1Cl (stereo not given)
→ 16µM* | . | 9%
COc1ccccc1NC(=O)Nc1ccc2c(c1)nc(C)n2C
→ -28% | -7% | 2%
Cc1ccc(C(=O)NCC(=O)NCC(=O)OCC(=O)c2ccc(F)cc2)cc1
→ -16% | -5% | 1%
CCOC(=O)C(NC(=O)c1cccc(Cl)c1)(Nc1sc2c(c1C(N)=O)CCC2)C(F)(F)F (stereo not given)
→ ? | 1% | 0%
CCCC(=O)Nc1ncnc2c1ncn2[C@@H]1O[C@H]2COP(=O)(O)O[C@@H]2[C@@H]1OC(=O)CCC
→ . | 7%[21.6 µM] | 1%[56.1 µM]
COc1ccc(NC(=O)N(C)C[C@H]2Oc3ccc(NS(=O)(=O)c4cccs4)cc3C(=O)N([C@H](C)CO)C[C@@H]2C)cc1
→ -2% | . | 1%
COC(=O)C1=C(C(=O)OC)[C@@H]2N(C)c3ccccc3[C@@]23C[C@@H](CO)N(C(=O)c2cc(C)oc2C)C3=N1
→ . | -11%[12.8 µM] | 10%[12.3 µM]
C=CCNc1ncnc2c1cnn2-c1cccc(C)c1
→ ? | 3% | 2%
Cc1ccc(C)c(N(CC(=O)NC2CCCC2)C(=O)CNC(=O)c2cccs2)c1
→ -21% | ? | .
CCOC(=O)C(NC(=O)c1ccccc1Cl)(Nc1ccc(C)c(C)c1)C(F)(F)F (stereo not given)
→ -15% | -9% | 3%
O=C(O)c1cc(-c2ccccc2Cl)n(-c2ccc(F)cc2)n1
→ -2% | -6% | .
CCS(=O)(=O)c1c([N+](=O)[O-])ncn1C
→ 7.3µM* | 1% | -3%
O=C(Cn1cncn1)NCc1ccc(Cl)cc1
→ -12% | 2% | 8%

One compound at a time (already shown):
Record of O=C(O)c1cc(-c2ccccc2Cl)n(-c2ccc(F)cc2)n1 : DT40 TDP1 no CPT: -2%; N370S GC mod: -6%; TDP1 block: .
Record of CCOC(=O)C(NC(=O)c1ccccc1Cl)(Nc1ccc(C)c(C)c1)C(F)(F)F (stereo not given) : DT40 TDP1 no CPT: -15%; N370S GC mod: -9%; TDP1 block: 3%

The list goes on.
Results follow in this order: DT40 TDP1 no CPT | N370S GC mod | TDP1 block
CN1CCN(c2nc(-c3cccc(NS(C)(=O)=O)c3)nc3ccccc23)CC1
→ -13% | -2% | -4%
COc1ccccc1NC(=O)NC1(C(=O)N2CCC(C)CC2)CCCCC1
→ -3% | 1% | 2%
CC1(c2ccccc2)O[C@@H]2C[C@H]3[C@@H]4CCC5=CC(=O)C=C[C@]5(C)[C@@]4(F)[C@@H](O)C[C@]3(C)[C@]2(C(=O)CO)O1 (stereo not given in full)
→ ? | -10% | -1%
COc1cc(/C=N/NC(=O)C(=O)NCc2ccco2)cc(Br)c1O
→ 1% | 15% | ?
CCOC(=O)CNC(=O)CSc1nnc(SCC(=O)NCC(=O)OCC)s1
→ -15% | 3% | 1%
Cc1cc(S(=O)(=O)N2CCN(C(=O)CCC(=O)N3CCOCC3)CC2)ccc1Br
→ 9% | -1% | 2%
COCCCNC(=O)c1cc2c(-c3ccc(Cl)cc3)nn(C)c2s1
→ ? | 2% | 1%
Cc1ccc(NC(=O)C2CCN(S(=O)(=O)c3ccc4c(c3)CC(C)N4C(=O)C3CCC3)CC2)nc1 (stereo not given)
→ ? | -2% | 5%
CCOC(=O)C1CCCN(Cc2cc(Br)c(OC)cc2OC)C1 (stereo not given)
→ -22% | -8% | -7%
Cc1ccc(C(=O)N2CCN(c3ncccn3)CC2)cc1NC1=NC2CS(=O)(=O)CC2S1 (stereo not given)
→ -3% | 1% | .
Nc1ncc(Br)cc1S(=O)(=O)NCCC(=O)NCc1ccc(F)cc1
→ 15% | -8% | 5%
Nc1[nH]n2c(=O)c3c(nc2c1N=Nc1ccc(Cl)cc1)CCCC3
→ ? | 5% | 7%
OCc1nnc2c3ccccc3c(-c3ccccc3)nn12
→ 4% | 4% | 3%
O=C(CN1CCCCC1)N/N=C/c1ccccc1Br
→ -5% | -1% | .
O=C(Nc1cccc(C(=O)O)c1)/C(=C\c1ccc2c(c1)OCO2)NC(=O)c1ccc(Br)o1
→ -9% | 5% | 2%

5 compounds already listed, ordered by molar mass, falling:
Results follow in this order: DT40 TDP1 no CPT | N370S GC mod | TDP1 block
CC1(c2ccccc2)O[C@@H]2C[C@H]3[C@@H]4CCC5=CC(=O)C=C[C@]5(C)[C@@]4(F)[C@@H](O)C[C@]3(C)[C@]2(C(=O)CO)O1 (stereo not given in full)
→ ? | -10% | -1%
Cc1ccc(C(=O)N2CCN(c3ncccn3)CC2)cc1NC1=NC2CS(=O)(=O)CC2S1 (stereo not given)
→ -3% | 1% | .
Nc1ncc(Br)cc1S(=O)(=O)NCCC(=O)NCc1ccc(F)cc1
→ 15% | -8% | 5%
CCOC(=O)C1CCCN(Cc2cc(Br)c(OC)cc2OC)C1 (stereo not given)
→ -22% | -8% | -7%
Nc1[nH]n2c(=O)c3c(nc2c1N=Nc1ccc(Cl)cc1)CCCC3
→ ? | 5% | 7%

Following part.
Results follow in this order: DT40 TDP1 no CPT | N370S GC mod | TDP1 block
O=C(NCC(c1ccco1)N1CCCC1)c1cc2ccccc2s1 (stereo not given)
→ -11% | . | 3%
CC(=O)Nc1ccc(C(=O)/C=C/c2ccc[nH]2)cc1
→ ? | -4% | 1%
Cc1ccc2c(c1)/C(=C/c1ccccc1)C(=O)N2
→ ? | -10% | .
CC(C)CN(C(=O)CSc1n[nH]c(-c2cccs2)n1)C1CCS(=O)(=O)C1 (stereo not given)
→ -11% | . | 1%
Cc1cc(C)cc(-n2c(SCC(=O)N3CCCC3)nc3c([nH]c4ccccc43)c2=O)c1
→ 5% | . | 0%
O=C(NC1CCCCC1)C1CC(=O)N(c2cccc([N+](=O)[O-])c2)C1 (stereo not given)
→ ? | 6% | 3%
O=Cc1ccccc1OCCN1CCCC1=O
→ -11% | -4% | .
COc1ccc(CC(=O)NCC(=O)N/N=C/c2sccc2C)cc1
→ 2% | -11% | 1%
CN(C)c1ccc(C(=O)OCC(=O)NCC2CCCO2)cc1 (stereo not given)
→ 8% | . | 0%
COc1ccc(C(CCN2CCCC(C)C2)c2c(OC)cc(OC)c3c(-c4ccccc4)cc(=O)oc23)cc1 (stereo not given)
→ 2.9µM* | -8%&-27% | 10%
COC(=O)c1cn(NC(=O)c2cc([N+](=O)[O-])ccc2F)c(=O)c2ccccc12
→ 4.6µM* | -8% | 8%
COc1ccccc1-c1ccc2ncnc(NCc3cnc(C)cn3)c2c1
→ 18µM* | -4% | .
CCc1ccc(NC(=O)C2=C(C)C(=O)OC23CCCCC3)cc1
→ 16µM* | . | 3%
O=C(Nc1ccc2c(c1)OCO2)N1CCN(c2ncccn2)CC1
→ -9% | 1% | 2%
Cc1ccc(C(=O)CC(C(=O)O)P(=O)(c2ccccc2)c2ccccc2)cc1 (stereo not given)
→ -12% | -1% | 0%
Cc1ccc(-c2nc3ncccc3o2)cc1NC(=S)NC(=O)c1ccco1
→ ? | 16% | -5%
Cc1cc(NC(=O)CN(C)CCOc2ccccc2)ccc1Br
→ 18µM* | 0% | .
CCOc1ccc(S(=O)(=O)N2CCCCC2)cc1NC(=O)CC1OC(=O)c2ccccc21 (stereo not given)
→ -24% | 1% | .
CC(=O)N1CCC[C@@]2(CCN(c3ncccn3)C2)C1
→ -4% | -18% | .
Cc1ccccc1-c1noc(-c2ccccc2OCC(=O)Nc2ccccc2[N+](=O)[O-])n1
→ -10% | . | 17%
CCN(CC)c1ccc(NC(=O)/C=C/c2cc(Br)ccc2OC)cc1
→ ? | -12% | 11%
C#CCOC(=O)CCCC(=O)Nc1ccccc1OC
→ 1% | -12% | 3%
N#CC1=C(N)N(c2ncn[nH]2)C2=C(C(=O)CCC2)C1c1ccccc1 (stereo not given)
→ -15% | -2% | 4%
Cc1cc(C(=O)Nc2ccccc2N2CCOCC2)c(C)o1
→ ? | 29% | 0%
Cc1ccc(NC(=O)CCOc2ccccc2C)cc1C
→ ? | 22% | -7%
CCc1cc[n+](C2=C([O-])c3ccccc3C(=O)/C2=N\S(=O)(=O)c2cccs2)cc1
→ 5.2µM* | -13% | 5%
O=C(CSc1ccc(-c2cccnc2)nn1)N1CCCC1
→ 4% | -12% | 3%
COc1ccc(CNC(=O)CCc2cn(Cc3cc(C)ccc3C)c3ccccc23)cc1OC
→ 5.8µM* | . | 3%
CCCCc1cc(O)c(CCCC)c(O)c1
→ 13µM* | -2% | 2%
COc1ccccc1NC(=O)c1nnn(CC(=O)Nc2ccccc2)c1N
→ 0% | 8% | 4%[56.1 µM]
CC12CCC(=O)N1C(C(=O)N1CCN(S(=O)(=O)c3ccc(F)c(F)c3)CC1)CS2 (stereo not given)
→ -19% | -11% | .
COc1ccc(N=Cc2c(O)cc(C)oc2=O)cc1
→ -24% | -8% | 3%
N#Cc1cccc(NC(=O)N2CCCC3(CCN(C(=O)c4ccco4)CC3)C2)c1
→ -3% | 11% | .
CCCNC(=O)c1csc(Nc2cccc3ccccc23)n1
→ ? | 13% | .
C/C(CC(=O)Nc1ccc(Cl)cc1)=N\NC(=O)C(=O)N1CCCCC1
→ -3% | 24% | 1%
Cc1ccc2cc3c(N)c(C(=O)Nc4c(C)[nH]c(=O)[nH]c4=O)sc3nc2c1
→ 15% | -10% | .
Cn1c(CNC(=O)c2ccc3c(c2)OCO3)nnc1SCC(=O)Nc1ccccc1Cl
→ 22% | 2% | 4%
O=C(CSc1nnc(-c2ccc([N+](=O)[O-])cc2)o1)Nc1ccccn1
→ -7% | 0% | -3%
O=C(N/C(=C/c1ccco1)C(=O)N1CCOCC1)c1ccc([N+](=O)[O-])cc1
→ 0% | -13% | 1%
O=[N+]([O-])c1cc(-c2nc(-c3ccccc3)no2)ccc1N1CCN(c2ccccc2)CC1
→ ? | . | 0%
CC(C)OC(=O)CCC(=O)Nc1nc2ccccc2s1
→ -15% | 4% | 7%
CCOc1ccc(NS(=O)(=O)c2ccc(C(=O)NC3CCC(O)CC3)cc2)cc1 (stereo not given)
→ -10% | -4% | .
CC(=O)c1ccc(S(=O)(=O)NCCC(=O)OC(C)C(=O)Nc2ccc(F)cc2)cc1 (stereo not given)
→ -16% | -1% | .
O=C(Cc1ccccc1)NC(NNc1ccccc1)(C(F)(F)F)C(F)(F)F
→ ? | 17% | 8%
NC(=O)COC(=O)CC1CC2CCC1C2 (stereo not given)
→ 2% | 8% | 8%
O=C(c1cccc([N+](=O)[O-])c1)N1CCN(c2n[nH]c(=O)[nH]c2=O)CC1
→ -1% | 9% | .
CC(C)(C)c1nnc(NS(=O)(=O)c2ccc([N+](=O)[O-])cc2)s1
→ -20% | 1% | .
Cc1cccc(C(=O)Nc2ccc3c(c2)nc(C)n3C)c1
→ -14% | -4% | .
O=C(Cn1c(=O)c2cccn2c2ccc(F)cc21)N1CCN(c2ccccc2F)CC1
→ -20% | . | -3%
